Screens from PubChem BioAssay.
phage Ecoli inh – E. coli growth loss with phage present; inhibition, % at 11.9 µM; hit rate 0.26% among 360,000; AID 651602; growth absorbance; in the data active = inhibition above about 11%
E coli growth – reduces bacterial viability in AddAB counter-screen; E. coli V3065 growth, OD600 absorbance, 18 h; inhibition, % at 11.9 µM; hit rate 0.27% among 330,000; AID 449728;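 active = inhibition above the campaign's mean inhibition across all tested compounds plus 3 SD, cut at about 9.9% in these data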;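 note: uninfected addAB+ strain grown without phage in ampicillin broth; 0% = DMSO wells and 100% = ciprofloxacin 0.95 µg/ml wells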
DSG3 Ab inh – inhibitors of pemphigus antibody binding to human desmoglein-3; P32926; DSG3-coupled beads, scFv-anti-DSG3-GFP binding, flow cytometry; active compounds read low; binding (percent of control), % at 10 µM; hit rate 0.48% among 310,000;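 active = binding more than 3 SD below its plate's average and above zero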;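 note: hits lower antibody fragment binding to DSG3; some compounds called inactive have numbers as strong as hits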
HTR5A inv ag – HTR5A inverse agonism, opioid heterodimer counter-screen | P47898 | HTR5A cell line, luminescence | inhibition, % at 9.3 µM | hit rate 0.083% among 340,000; in the data active = inhibition mostly above about 23%, no sharp cut-off; inactive = mostly below about 18%;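 note: 0% = cells with DMSO and 100% = no-cell wells with DMSO; some compounds called inactive have numbers as strong as hits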
AddAB inh – less growth of phage-infected E. coli with AddAB; E. coli expressing H. pylori AddAB, absorbance growth; inhibition, % at 11.9 µM; hit rate 0.29% among 330,000; in the data active = inhibition above about 12%;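 note: 0% = vehicle wells of infected cells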
SUMO Mot1 rescue – SUMOylation pathway inhibition by Mot1-301 growth rescue; S. cerevisiae Mot1-301 growth rescue, ATP luminescence, 38.5C; percent above DMSO median, 100 means doubled; growth rescue, % at 18.8 µM; hit rate 1% among 320,000; AID 2716;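 active = every valid replicate shows activation above 250% relative to neutral control wells; inactive = the rest, any valid replicate at or below 250%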;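 note: OY570 slx delta 5 strain wells were the positive control but not used for scaling; some compounds called inactive have numbers as strong as hits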
MOR-DOR inv ag – inverse agonists of human mu-delta opioid receptor heterodimerization; P35372+P41143; inhibition, % at 9.3 µM; cell-based MOR-DOR heterodimer luminescence, inverse agonism; hit rate 0.21% among 340,000; in the data active = inhibition above about 22%, passing the limit was not always enough;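 note: 0% = cells with DMSO and 100% = wells without cells with DMSO; values of inactives mirror those of a sister screen read the other way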
Target sequence (P35372 whole entry, looked up): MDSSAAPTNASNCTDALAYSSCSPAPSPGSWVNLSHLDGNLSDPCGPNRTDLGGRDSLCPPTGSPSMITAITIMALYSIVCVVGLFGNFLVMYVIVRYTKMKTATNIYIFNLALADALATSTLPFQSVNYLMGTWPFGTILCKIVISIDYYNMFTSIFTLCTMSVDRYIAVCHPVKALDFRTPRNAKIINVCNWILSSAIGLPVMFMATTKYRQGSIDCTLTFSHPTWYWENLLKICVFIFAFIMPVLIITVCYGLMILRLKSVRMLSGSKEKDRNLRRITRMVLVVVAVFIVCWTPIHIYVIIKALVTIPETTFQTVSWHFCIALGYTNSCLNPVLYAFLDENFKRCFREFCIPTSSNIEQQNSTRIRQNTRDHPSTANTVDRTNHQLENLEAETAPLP
Target sequence (P41143 whole entry, looked up): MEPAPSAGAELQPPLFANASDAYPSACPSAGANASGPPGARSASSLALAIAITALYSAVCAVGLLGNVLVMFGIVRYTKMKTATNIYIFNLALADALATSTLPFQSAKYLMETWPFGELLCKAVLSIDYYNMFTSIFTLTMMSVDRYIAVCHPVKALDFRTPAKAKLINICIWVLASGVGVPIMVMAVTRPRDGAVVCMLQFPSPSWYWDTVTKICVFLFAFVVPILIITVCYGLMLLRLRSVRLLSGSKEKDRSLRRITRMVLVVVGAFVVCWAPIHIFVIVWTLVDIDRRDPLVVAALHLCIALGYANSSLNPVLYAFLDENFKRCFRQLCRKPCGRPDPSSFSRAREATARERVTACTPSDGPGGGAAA
OPRM1-OPRD1 ag – agonists of human mu-delta opioid receptor heterodimerization; P35372+P41143; cells, OPRM1-OPRD1 heterodimerization, luminescence; activation, % at 9.3 µM; hit rate 0.3% among 340,000; AID 504326; in the data active = activation above about 18%;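 note: 0% = vehicle-treated cells and 100% = reference agonist; values of inactives mirror those of a sister screen read the other way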
PfHsp90 yeast 2 – reduces growth (ATP signal) of yeast expressing P. falciparum Hsp90; S. cerevisiae expressing PfHsp90, BacTiter-Glo ATP, 48 h; yeast lacking PDR1 and PDR3 efflux regulators; inhibition, % at 9.4 µM; hit rate 0.32% among 310,000;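 active = every replicate shows inhibition above about 80%, whatever the replicate mean, limit read from the data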;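 note: 0% = DMSO neutral controls and 100% = 20 µM radicicol positive controls; yeast relying on Plasmodium falciparum Hsp90 in place of its own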
HTR5A ag ctr – counter-screen for OPRM1-OPRD1 agonists: human HTR5A agonism; HTR5A agonist assay, luminescence, cell-based; activation, % at 9.3 µM; hit rate 0.61% among 340,000; AID 504692; in the data active = activation mostly above about 9.5%, no sharp cut-off; inactive = mostly below about 7.6%;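 note: 0% = cells with vehicle only and 100% = reference agonist; strong numbers were not always called active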
PKA-R1A act – PKA-R1A complex activation; activation, % at 11.4 µM; P00514+P68181; hit rate 0.083% among 340,000; AID 504707; PKA-R1A dissociation, Cy5-IP20 fluorescence polarization; scaled: DMSO 0%, 113 µM cGMP 100%;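 active = percent activation above the mean of all tested compounds plus 3 SD, cut at about 19% in these data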;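 note: higher means more PKAc released from R1A so a rise in polarization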
Starred values were filed as active, the others as inactive; nt = not tested or not shown.

SMILES	phage Ecoli inh	E coli growth	DSG3 Ab inh	HTR5A inv ag	AddAB inh	SUMO Mot1 rescue	MOR-DOR inv ag	OPRM1-OPRD1 ag	PfHsp90 yeast 2	HTR5A ag ctr	PKA-R1A act
CSCCC(NC(=O)COc1ccccc1)C(=O)OCCOc1ccc(Br)cc1 (configuration not stated)	3.7	-1.8	91	-5	1.4	-17	-28	4.2	3	2	1
NS(=O)(=O)c1cc(C(=O)OCC(=O)Nc2ccc3c(c2)OCO3)ccc1Cl	2.8	-1.8	122	1	1.1	9	8	-1.6	1	0	2
CCOc1ccc(S(=O)(=O)N2CCCC(C(=O)NCc3ccccc3)C2)cc1 (configuration not stated)	1.3	1.4	102	1	1.8	0	21	-4.1	3	0	-3
CN(C)c1ccc(C(=O)NN2C(=O)c3ccccc3C2=O)cc1	3.0	3.9	101	6	0.8	108	2	-0.5	1	-2	-8
Nc1[nH]c(N=NC(=O)c2ccccc2)c2ccccc12	2.1	-1.9	95	11	2.0	-13	15	-2.8	-20	-5	-3
COC(=O)c1sccc1NC(=O)Cn1nnc(-c2ccc(C)cc2)n1	3.9	0.7	104	-10	2.6	55	-4	0.7	-11	0	3
O=C(O)C1CC=CCC1C(=O)Nc1cc(Cl)ccc1Cl (configuration not stated)	0.8	1.5	100	17	4.4	2	5	-0.8	nt	-1	10
CCCC[N+](C)(C)CCC(=O)NC(C)(C)CS(=O)(=O)[O-]	1.9	1.3	87	-18	3.9	-4	13	-2.6	-4	7	4
CC1Cc2ccccc2N1CC(=O)NC(c1ccccc1)c1ccccc1 (configuration not stated)	8.8	-1.8	108	5	2.1	-1	-52	7.2	-34	0	-4
CCCC1=C(C(=O)OCC)C(c2ccc(N(C)C)cc2)n2ncnc2N1 (configuration not stated)	0.5	-1.2	90	-16	-1.0	6	15	-3.5	13	6	-4

Reprinted at random: three records from the list.
SMILES	phage Ecoli inh	E coli growth	DSG3 Ab inh	HTR5A inv ag	AddAB inh	SUMO Mot1 rescue	MOR-DOR inv ag	OPRM1-OPRD1 ag	PfHsp90 yeast 2	HTR5A ag ctr	PKA-R1A act
COC(=O)c1sccc1NC(=O)Cn1nnc(-c2ccc(C)cc2)n1	3.9	0.7	104	-10	2.6	55	-4	0.7	-11	0	3
CSCCC(NC(=O)COc1ccccc1)C(=O)OCCOc1ccc(Br)cc1 (configuration not stated)	3.7	-1.8	91	-5	1.4	-17	-28	4.2	3	2	1
O=C(O)C1CC=CCC1C(=O)Nc1cc(Cl)ccc1Cl (configuration not stated)	0.8	1.5	100	17	4.4	2	5	-0.8	nt	-1	10

The list goes on.
SMILES	phage Ecoli inh	E coli growth	DSG3 Ab inh	HTR5A inv ag	AddAB inh	SUMO Mot1 rescue	MOR-DOR inv ag	OPRM1-OPRD1 ag	PfHsp90 yeast 2	HTR5A ag ctr	PKA-R1A act
CCCCOc1ccc(OCCNC(=O)C2CCCN2C(=O)Nc2ccccc2)cc1 (configuration not stated)	-0.8	-2.5	100	-50	4.2	52	-5	0.7	23	17*	-7
O=C(N/N=C/C=C/c1ccccc1)C1CC1(c1ccccc1)c1ccccc1 (configuration not stated)	0.8	-0.2	101	-4	2.0	1	-38	6.1	-22	1	-2
Cc1cc(Cl)ccc1NC(=O)CSc1nnc(Cc2cccs2)n1Cc1ccco1	2.3	-0.6	nt	0	1.6	195	10	-1.7	nt	0	4
O=C(O)c1cc(S(=O)(=O)N(Cc2ccccc2)c2ccccc2Cl)ccc1Cl	-0.7	-1.4	91	6	-0.7	0	5	-0.8	-17	-2	5
CCN(CC)C1=NS(=O)(=O)c2cc([N+](=O)[O-])ccc21	2.4	-1.2	102	-1	2.1	-2	-38	7.5	-43	3	2
Cc1c(C(=O)N/N=C/c2cccs2)nnn1-c1nonc1N	0.2	-0.4	115	2	1.1	46	-5	0.9	-1	-1	2
CCOC(=O)c1ccc2nc(C)c(CCC(C)=O)c(Cl)c2c1	3.9	1.1	104	-2	1.5	-34	5	-0.9	14	1	-9
Cc1ccccc1OCCCC(=O)NC1CCCCC1	3.4	-3.0	115	-4	0.4	5	13	-2.7	28	1	-3
COc1ccc(CCNC(=O)C2CCN(S(=O)(=O)N3CCC(C)CC3)CC2)cc1OC	1.4	-1.3	97	-4	-0.3	-6	13	-2.5	-69	5	5
O=C1C2C3C=CC(C3)C2C(=O)N1CCCCCCN1C(=O)C2C3C=CC(C3)C2C1=O (configuration not stated)	1.7	-0.6	125	-28	0.8	nt	2	-0.3	nt	2	-7
CCCCn1c(N)c(N(CC)C(=O)c2cc(C)cc(C)c2)c(=O)[nH]c1=O	-1.0	-0.9	nt	-15	1.6	10	8	-1.0	-17	6	-2
CC(=O)N/C(=C\c1ccccc1)C(=O)OCC(=O)Nc1cc(S(=O)(=O)N(C)C)ccc1C	0.0	-0.8	108	-3	1.0	1	12	-2.1	nt	4	8
c1ccc(C[C@H]2CN=C(Nc3ccccc3)N2CC2CCC2)cc1	0.8	1.5	109	12	3.4	-10	15	-2.7	-6	-3	0
Cc1ccc(S(=O)(=O)N2CCCCC2)cc1NC(=O)COc1ccccc1F	3.4	-0.9	106	-4	0.8	2	2	-0.4	-34	1	-5
Cc1ccc(NC(=O)CCNC(=O)c2ccc([N+](=O)[O-])cc2)cc1S(=O)(=O)N(C)C	5.3	-0.6	106	-38	1.5	-13	-16	3.4	5	-13	-12
COc1ccc(/C=C2/SC(=S)N(NS(=O)(=O)c3ccccc3)C2=O)cc1	1.7	-1.1	110	1	2.8	-2	-6	1.1	-19	0	-2
CC1C(=O)N2CCCc3cc(S(=O)(=O)NCc4ccc(F)cc4)cc1c32 (configuration not stated)	4.3	-2.5	101	-14	-1.4	-4	0	0.0	nt	5	8
N#C/C(=C\c1cccs1)C(=O)N1CCOCC1	3.4	3.4	107	-3	2.1	-15	15	-2.8	-13	0	-7
O=C(N/N=C/c1ccc2c(c1)OCO2)C(=O)Nc1ccccc1Cl	-0.2	nt	91	0	nt	13	11	-2.0	7	0	-15
COc1cc(NC(=O)COC(=O)CNC(=O)c2ccc(C)s2)cc(OC)c1	3.7	-0.8	95	nt	-1.3	-8	nt	nt	-25	nt	nt
O=C(O)C1CC(c2ccccc2)=Nc2ccccc2S1 (configuration not stated)	2.5	0.9	91	22	1.6	-23	2	-0.3	4	3	-2
COC(=O)c1cc(-c2ccccc2)n(CCN)c1C	-0.3	1.4	138	10	4.4	129	8	-1.5	-1	-4	4
CC(C)CC(=O)Nc1ccccc1N1CCN(c2ccc(F)cc2)CC1	3.4	-0.2	98	-1	-2.0	212	-34	6.3	1	5	-6
CC(C)NC(=O)NNc1c(Cl)cncc1Cl	2.3	1.3	91	nt	8.4	25	nt	nt	1	nt	nt
CCOc1ccc(C2=Nn3c(nnc3-c3ccco3)SC2)cc1	2.4	1.0	nt	-5	1.7	6	17	-3.4	11	2	0
COc1cc(S(=O)(=O)Nc2ccccc2N2CCCCC2)ccc1NC(C)=O	1.3	0.3	102	13	-0.1	-3	8	-2.1	-32	-1	3
Cc1ccc2cc(C#N)c(SCC(=O)NCc3ccco3)nc2c1	-1.2	-0.8	98	1	2.6	15	-35	5.7	-56	5	1
COc1ccccc1C(=O)Nc1nnc(-c2ccc(F)cc2)o1	1.5	-2.2	99	10	1.6	27	-3	0.5	-10	-3	-6
O=C(COc1ccc(Cl)cc1Br)OCC(=O)c1ccc[nH]1	0.9	0.3	102	15	2.0	1	9	-2.3	nt	2	8
CCOC(=O)c1ccccc1NC(=O)Cn1cnc2c(nnn2-c2ccc(C)cc2)c1=O	0.1	1.2	93	-18	-1.1	223	10	-1.9	8	2	0

3 entries out of the list, ordered by heavy-atom count, highest first:
SMILES	phage Ecoli inh	E coli growth	DSG3 Ab inh	HTR5A inv ag	AddAB inh	SUMO Mot1 rescue	MOR-DOR inv ag	OPRM1-OPRD1 ag	PfHsp90 yeast 2	HTR5A ag ctr	PKA-R1A act
CCOC(=O)c1ccccc1NC(=O)Cn1cnc2c(nnn2-c2ccc(C)cc2)c1=O	0.1	1.2	93	-18	-1.1	223	10	-1.9	8	2	0
COc1cc(S(=O)(=O)Nc2ccccc2N2CCCCC2)ccc1NC(C)=O	1.3	0.3	102	13	-0.1	-3	8	-2.1	-32	-1	3
COC(=O)c1cc(-c2ccccc2)n(CCN)c1C	-0.3	1.4	138	10	4.4	129	8	-1.5	-1	-4	4

New compounds follow.
SMILES	phage Ecoli inh	E coli growth	DSG3 Ab inh	HTR5A inv ag	AddAB inh	SUMO Mot1 rescue	MOR-DOR inv ag	OPRM1-OPRD1 ag	PfHsp90 yeast 2	HTR5A ag ctr	PKA-R1A act
O=C1c2ccccc2/C(=C\C#Cc2ccccn2)N1c1ccccc1	-1.6	0.3	107	-31	2.7	12	-31	5.8	-17	5	3
CCOC(=O)Cc1csc(NC(=O)CSc2nncn2C)n1	3.2	0.9	106	4	2.1	nt	-1	0.2	-7	-1	3
CS(=O)(=O)c1ccccc1C(=O)Nc1cc2c(cc1C(=O)O)OCCCO2	1.7	0.3	104	1	3.9	-22	-8	1.5	-10	1	-2
CC(C)OC(=O)CSc1nnc(Cc2ccccc2)n1CC1CCCO1 (configuration not stated)	1.1	4.3	115	-16	6.3	-23	13	-2.6	18	3	-1
OCCC1CN(Cc2cnc(N3CCOCC3)s2)CCN1C1CCCC1 (configuration not stated)	1.1	-0.6	95	14	0.2	-13	2	-0.4	-1	5	12
CC(C(=O)Nc1ccc2c(c1)OCCO2)n1nnc(-c2ccccc2)n1 (configuration not stated)	6.6	-1.5	92	2	5.9	8	6	-1.3	23	-1	-6
O=C(c1ccc2c(c1)OCO2)C1CCCN(Cc2ccc(OC(F)F)cc2)C1 (configuration not stated)	3.3	2.0	110	14	5.1	37	-37	7.2	-1	0	5
CSc1ccc(/C=N/NC(=O)c2sccc2C)cc1	2.9	-1.1	99	-6	3.3	13	-13	2.5	-7	5	3
O=C(c1ccco1)N1CCN(S(=O)(=O)c2ccc(S(=O)(=O)NC3CCCC3)cc2)CC1	0.9	1.3	100	0	0.2	42	7	-1.3	-25	9	12
O=C(Cn1nnc(-c2ccccc2NC(=O)c2ccccc2)n1)Nc1ccc2c(c1)OCCO2	3.1	1.0	101	-1	1.1	2	0	0.0	-7	6	-1
Cn1c(/C(C#N)=C(\O)COc2ccc3ccccc3c2)nc2ccccc21	1.1	1.5	100	7	2.2	-12	2	-0.4	9	-4	-11
O=C(Nc1c(Cl)cc(Cl)cc1C(=O)NCCN1CCOCC1)c1ccc(Cl)cc1Cl	0.8	0.0	95	-10	1.7	3	13	-2.8	nt	4	2
Cc1cc(C)cc(NC(=S)Nc2cccc3cnccc23)c1	3.7	nt	98	2	nt	nt	-25	4.8	-20	8	-6
c1ccc(CCNc2ncnc3sccc23)nc1	3.0	2.0	116	-1	4.5	107	-4	0.8	nt	1	-13
COc1ccc(C2=NCC(CSc3nccc(=O)[nH]3)S2)cc1 (configuration not stated)	0.2	-1.2	98	-24	0.3	nt	12	-2.2	15	8	5
Cc1ccccc1OCCCCN1CCCCC1	-3.3	nt	112	-7	nt	20	16	-3.2	-4	2	2
Cn1c(SCc2nc(-c3ccc(Cl)cc3)no2)nnc1-c1ccccc1	3.8	-2.5	90	-5	0.9	-8	5	-0.8	16	-2	6
